GoLoco inh red: qHTS Assay for Inhibitors of RGS12 GoLoco Motif Activity (Red Fluorophore) | Guanine nucleotide-binding protein G(i) subunit alpha-1 (Homo sapiens), P63096 | Gai1:RGS12 GoLoco peptide FP, rhodamine, 10 min | Potency, µM (doses to about 61.6 µM), for inactives: at the top dose activity, negative = inhibition, most hits filed as inhibitors | 0.44% of 230,000 active | AID 880, 2007; active = well fitted inhibition curve with a large enough effect, not every such curve was filed as active; inactive = no such curve, though single readings can be large or run the other way; note: % is set by controls: 0 for no effect and ±100 for the full control effect; nearly all actives have a fitted effect of over 30% in size; many of its hits are not listed in these tables
Target sequence (P63096 whole entry, looked up): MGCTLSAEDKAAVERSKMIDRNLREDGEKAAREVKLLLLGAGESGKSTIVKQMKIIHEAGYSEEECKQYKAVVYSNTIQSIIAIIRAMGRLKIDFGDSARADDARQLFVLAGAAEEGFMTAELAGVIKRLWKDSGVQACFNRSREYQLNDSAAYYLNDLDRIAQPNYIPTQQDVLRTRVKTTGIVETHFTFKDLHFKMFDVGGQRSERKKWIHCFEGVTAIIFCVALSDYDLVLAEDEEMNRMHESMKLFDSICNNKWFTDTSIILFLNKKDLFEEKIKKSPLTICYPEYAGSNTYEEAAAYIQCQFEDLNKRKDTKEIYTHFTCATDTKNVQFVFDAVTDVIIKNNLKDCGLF
KDM4E inh: qHTS Assay for Inhibitors of Human Jumonji Domain Containing 2E (JMJD2E). Potency, µM (doses to about 57.1 µM), for the others: at the top dose activity change, negative = inhibition, hits mostly inhibitors. AID 2147, 2009. Lysine-specific demethylase 4E (Homo sapiens), B2RXH2. JMJD2E catalytic domain, FDH-coupled NADH fluorescence (FDH is formaldehyde dehydrogenase). 1.6% of 230,000 active; active = well fitted inhibition curve with a large enough effect, not every such curve was filed as active; inconclusive = small, poorly fitted or top-dose-only effect, or another doubt; inactive = no such curve, though single readings can be large or run the other way;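 note: 0% = wells with enzyme and -100% = buffer wells without enzyme; nearly all actives have a fitted effect of over 50% in size; many of its hits are not listed in these tables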
Target sequence (B2RXH2 1-337 limits assumed): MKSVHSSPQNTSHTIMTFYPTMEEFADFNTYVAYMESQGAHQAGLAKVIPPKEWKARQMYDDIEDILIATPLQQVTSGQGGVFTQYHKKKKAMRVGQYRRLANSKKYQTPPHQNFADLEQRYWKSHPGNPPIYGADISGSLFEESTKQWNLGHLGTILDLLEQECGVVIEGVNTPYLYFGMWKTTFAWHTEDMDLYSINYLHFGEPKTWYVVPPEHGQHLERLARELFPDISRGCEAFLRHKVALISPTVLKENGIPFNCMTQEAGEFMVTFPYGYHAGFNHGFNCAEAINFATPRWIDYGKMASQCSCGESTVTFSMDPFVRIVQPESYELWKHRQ
ALDH1A1 block: qHTS Assay for Inhibitors of Aldehyde Dehydrogenase 1 (ALDH1A1) | Aldehyde dehydrogenase 1A1 (Homo sapiens), P00352 | Purified ALDH1A1, NADH fluorescence, propionaldehyde substrate | Potency, µM (titrated, usually from 75.3 µM), without a hit: at the top dose activity, negative = inhibition, usual class: inhibitors | 7.3% of 220,000 active; active = well fitted inhibition curve with a large enough effect, not every such curve was filed as active; inconclusive = small, poorly fitted or top-dose-only effect, or another doubt; inactive = no such curve, though single readings can be large or run the other way;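 note: plate controls were no enzyme wells and a reference inhibitor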
SMN2 splice enh: qHTS Assay for Enhancers of SMN2 Splice Variant Expression; HEK293 SMN2-luciferase splicing reporter, luminescence, 30-36 h; Potency, µM (series often up to 46.1 µM), without a hit: top-dose activity change, positive = activation, usual class: activators; 2.8% of 210,000 active; note: % of control where 0% means no effect; nearly all actives have a fitted effect of over 55% in size
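HEK293 cells carry an SMN2 minigene-luciferase reporter in which exon 7 inclusion puts luciferase in frame. Cells were seeded at 2000 cells/well, attached for 10-12 hours, then exposed to compounds for 30-36 hours at 37C before ONE-Glo luminescence.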
aGal spleen mod: qHTS Assay for Inhibitors and Activators of Human alpha-Galactosidase From Spleen Homogenate. Potency, µM (highest dose often 80 µM), inactives show top-dose activity change, negative = inhibition, most hits filed as inhibitors. AID 2107, 2009. Alpha-galactosidase A (Homo sapiens), P06280. human spleen homogenate, 4MU-alpha-Gal fluorescence, 40 min. 0.008% of 240,000 active;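 note: 0% = enzyme with vehicle and -100% = no enzyme basal signal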
Target sequence (P06280 32-429 limits assumed): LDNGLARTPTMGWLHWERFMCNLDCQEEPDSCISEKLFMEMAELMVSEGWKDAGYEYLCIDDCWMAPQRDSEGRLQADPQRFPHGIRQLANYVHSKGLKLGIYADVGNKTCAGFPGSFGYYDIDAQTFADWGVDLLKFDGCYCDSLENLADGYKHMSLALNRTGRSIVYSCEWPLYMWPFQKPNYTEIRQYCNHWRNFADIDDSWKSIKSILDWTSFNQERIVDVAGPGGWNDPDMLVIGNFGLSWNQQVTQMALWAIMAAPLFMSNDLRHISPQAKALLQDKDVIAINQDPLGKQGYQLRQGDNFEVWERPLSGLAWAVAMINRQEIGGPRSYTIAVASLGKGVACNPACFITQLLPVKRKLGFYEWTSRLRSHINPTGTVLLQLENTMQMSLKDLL
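Human spleen homogenate (1 ug) was the enzyme source, with 4-methylumbelliferyl-alpha-D-galactopyranoside (1 mM final) in pH 5.0 citrate buffer with 0.01% Tween-20. Compounds were titrated; after 40 min at 37C, NaOH/glycine stop, 4-MU fluorescence read; AC50 from Hill fits.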
GAA inhib: qHTS Assay for Inhibitors of Human alpha-Glucosidase as a Potential Chaperone Treatment of Pompe Disease. Potency, µM (series often up to 76.9 µM), for the others: top-dose activity change, negative = inhibition, usual class: inhibitors. purified human GAA, 4-MU-alpha-glucoside fluorescence. Lysosomal alpha-glucosidase (Homo sapiens), P10253. 0.005% of 200,000 active. AID 1466, 2008;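 note: plate controls were uninhibited enzyme wells for no effect and no-enzyme background for full effect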
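Fluorescence at Ex 365/Em 440 nm from 4-methylumbelliferone reported enzyme activity after 20 min at room temperature. Reactions used 4 nM enzyme and 400 uM substrate at pH 5.0; curves fitted with the Hill equation.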
GAA spleen mod: qHTS Assay for Inhibitors and Activators of Human alpha-Glucosidase From Spleen Homogenate | Lysosomal alpha-glucosidase (Homo sapiens), P10253 | human spleen homogenate, 4-MU-alpha-glucoside fluorescence | 0.006% of 240,000 active | Potency, µM (highest dose often 79.9 µM), for the others: at the highest dose activity change, negative = inhibition, most hits filed as inhibitors;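 note: 0% = enzyme with vehicle and -100% = no enzyme basal signal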
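Compounds were titrated against alpha-glucosidase in spleen homogenate at pH 5.0, with 1 mM 4-methylumbelliferyl substrate for 40 min at 37 C. Reactions were quenched with pH 10 NaOH/glycine and fluorescence measured.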
GAA glycogen: qHTS Assay for Inhibitors and Activators of Human alpha-Glucosidase Cleavage of Glycogen | Lysosomal alpha-glucosidase (Homo sapiens), P10253 | recombinant GAA, glycogen substrate, Amplex Red glucose oxidase fluorescence | Potency, µM (titrated, usually from 76.4 µM), without a hit: at the top dose activity change, negative = inhibition, actives largely listed as inhibitors | 0.38% of 300,000 active;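 note: 0% = full enzyme reaction and -100% = no-enzyme basal signal; the screen sought inhibitors and activators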
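Recombinant enzyme (4 nM final) with compounds titrated up to 77 uM and bovine liver glycogen (30 ug) in citrate pH 5.0, 0.01% Tween-20, 37 C 40 min. Released glucose detected by Amplex Red/glucose oxidase (Ex 573/Em 610); AC50 from Hill fits.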
Starred values were filed as active, the others as inactive; & = joins results of further samples; [ ] = another dose, or the depositor's remark. Unless noted, calls come from the whole dose curve; as a rule, active = well fitted curve in the direction sought with a large enough effect; inconclusive = small, poorly fitted or top-dose-only effect, or another doubt; inactive = no such curve, though single readings can be large; an effect the other way counts as inactive or inconclusive. Potency is the fitted concentration of half-maximal effect. These rows are one share of the data, so the mix of outcomes need not match the whole.

How did CCN(CC)CCC(c1ccc(N(C)C)cc1)c1c(OC)cc(OC)c2c(-c3ccccc3)cc(=O)oc12 (configuration not stated) do in these assays?
GoLoco inh red: 7%; KDM4E inh: -1%; aGal spleen mod: 1%&7%; GAA spleen mod: -5%&13%; GAA glycogen: -20%

What do the screens show for `COc1ccc(NC(=O)CN2CCC(NC(=O)C3CCCCC3)CC2)cc1`?
GoLoco inh red: -1%; KDM4E inh: 8%; ALDH1A1 block: 3%; SMN2 splice enh: -6%; aGal spleen mod: 6%; GAA inhib: 1%; GAA spleen mod: 6%; GAA glycogen: -10%

How did C=CCNC(=O)c1ccccc1NC(=O)c1ccccc1N(C)S(C)(=O)=O do in these assays?
GoLoco inh red: -4%; KDM4E inh: -7%; ALDH1A1 block: 2%; SMN2 splice enh: 1%; aGal spleen mod: -2%; GAA inhib: 0%; GAA spleen mod: 0%; GAA glycogen: 14%

Results for Cc1nn(C)c(C(=O)N/N=C/c2cc3c(cc2Br)OCO3)c1Br ?
GoLoco inh red: 9%; KDM4E inh: -1%; ALDH1A1 block: 4%; SMN2 splice enh: 27%; aGal spleen mod: 2%; GAA inhib: -7%; GAA spleen mod: 1%; GAA glycogen: -8%

How did COC(=O)c1sccc1NC(=O)CC1C(=O)NCCN1C(=O)c1ccc(F)cc1 (configuration not stated) do in these assays?
GoLoco inh red: 7%; KDM4E inh: 6%; aGal spleen mod: 7%; GAA spleen mod: 1%; GAA glycogen: 6%

What do the screens show for `O=C(Nc1cccc(Cl)c1)OCCN1CCN(Cc2ccccc2)CCC1=O`?
GoLoco inh red: 15%&4%; KDM4E inh: 6%; ALDH1A1 block: -5%; SMN2 splice enh: -33%[inhibitor]; aGal spleen mod: 5%&5%; GAA inhib: -5%; GAA spleen mod: 3%&2%; GAA glycogen: 2%

Results for CC(Oc1ccccc1Cl)C(=O)N(Cc1ccco1)C1CCS(=O)(=O)C1 (configuration not stated) ?
KDM4E inh: -3%; ALDH1A1 block: 6%; aGal spleen mod: -1%; GAA inhib: 2%; GAA spleen mod: -1%; GAA glycogen: -18%

What do the screens show for `COc1ccc2c(C)cc(Sc3nnnn3-c3ccccc3)nc2c1`?
GoLoco inh red: -3%; KDM4E inh: inconclusive; ALDH1A1 block: inconclusive; SMN2 splice enh: -11%; aGal spleen mod: -5%; GAA inhib: -1%; GAA spleen mod: -2%; GAA glycogen: 2%

How did COCCCNC(=S)NNC(=S)Nc1cccc(Cl)c1 do in these assays?
GoLoco inh red: 2%; KDM4E inh: -9%; ALDH1A1 block: 4.5µM*; aGal spleen mod: -15%; GAA inhib: -5%; GAA spleen mod: 1%; GAA glycogen: 1%

How did COc1ccc(Oc2nc3c(c(=O)n(C)c(=O)n3C)n2Cc2cccc(OC)c2)cc1 do in these assays?
GoLoco inh red: 5%; KDM4E inh: -2%; ALDH1A1 block: 10%; SMN2 splice enh: 5%; aGal spleen mod: 14%; GAA inhib: 0%; GAA spleen mod: -5%; GAA glycogen: 0%

Results for CC(=O)c1c(C)[nH]c(C(=O)CSc2nnc(-c3ccco3)o2)c1C ?
GoLoco inh red: 21%; KDM4E inh: -9%; ALDH1A1 block: -13%; SMN2 splice enh: -70%[inhibitor]; aGal spleen mod: -6%; GAA inhib: -1%; GAA spleen mod: 0%; GAA glycogen: 2%

Results for Cc1ccc(NC(=O)CSc2nnc(-c3cccnc3)s2)cc1 ?
GoLoco inh red: -2%; KDM4E inh: -1%; ALDH1A1 block: inconclusive; SMN2 splice enh: -8%; aGal spleen mod: -1%; GAA inhib: inconclusive; GAA spleen mod: -3%; GAA glycogen: 7%

How did CC(=O)N(CCC(c1ccco1)C(C)C)Cc1ccc(OC(C)C)cc1 (configuration not stated) do in these assays?
GoLoco inh red: -2%; KDM4E inh: 1%; ALDH1A1 block: inconclusive; aGal spleen mod: 13%; GAA inhib: inconclusive; GAA spleen mod: 8%; GAA glycogen: -12%

How did CC1(C)CNc2cc([N+](=O)[O-])ccc2S1 do in these assays?
GoLoco inh red: 19%; KDM4E inh: 8%; ALDH1A1 block: 3%; SMN2 splice enh: 14%; aGal spleen mod: -7%; GAA inhib: 1%; GAA spleen mod: -4%; GAA glycogen: 15%

Results for CCC1=C2CC[C@H]3C(=O)N(C)C(=O)[C@H]3[C@H]2[C@@]2(Cc3ccccc3)C(=NCC(=O)OC)OC(=O)N2C1=O ?
GoLoco inh red: 8%&-1%; KDM4E inh: -2%&8%; ALDH1A1 block: -4%; SMN2 splice enh: -2%; aGal spleen mod: -2%&3%; GAA spleen mod: 11%&8%; GAA glycogen: -5%

How did CSc1nc(-c2ccccc2)nc(N)c1C(C)=O do in these assays?
GoLoco inh red: -39%; KDM4E inh: -13%; ALDH1A1 block: 1%; SMN2 splice enh: 0%; aGal spleen mod: 3%; GAA inhib: -1%; GAA spleen mod: 2%; GAA glycogen: -1%

Results for N#CC(C#N)=C1C=CC=CN1/C(=C\c1ccco1)C(=O)c1ccc(-c2ccccc2)cc1 ?
GoLoco inh red: 17%; KDM4E inh: -8%; ALDH1A1 block: -15%; SMN2 splice enh: -92%[inhibitor]; aGal spleen mod: 1%; GAA inhib: -8%; GAA spleen mod: -5%; GAA glycogen: 7%

How did COc1ccc(C(=O)N/C(=C/c2cccs2)C(=O)NCCCn2ccnc2)cc1OC do in these assays?
GoLoco inh red: 7%; KDM4E inh: -4%; ALDH1A1 block: 7%; SMN2 splice enh: -1%; aGal spleen mod: -6%; GAA inhib: 0%; GAA spleen mod: -10%; GAA glycogen: 1%

How did COc1ccc(NC(=O)c2cccc([N+](=O)[O-])c2)cc1 do in these assays?
GoLoco inh red: -5%; KDM4E inh: -4%; ALDH1A1 block: inconclusive; SMN2 splice enh: 43%; aGal spleen mod: 1%; GAA inhib: -2%; GAA spleen mod: 0%; GAA glycogen: 7%

Results for NC(=O)NC(=O)CSc1nc2cc([N+](=O)[O-])ccc2n1-c1cccc(C(F)(F)F)c1 ?
GoLoco inh red: 9%; KDM4E inh: -5%; aGal spleen mod: -2%; GAA spleen mod: -1%; GAA glycogen: -5%

Looked up by structure from above:
Results for NC(=O)NC(=O)CSc1nc2cc([N+](=O)[O-])ccc2n1-c1cccc(C(F)(F)F)c1 ?
GoLoco inh red: 9%; KDM4E inh: -5%; aGal spleen mod: -2%; GAA spleen mod: -1%; GAA glycogen: -5%

How did COc1ccc(C(=O)N/C(=C/c2cccs2)C(=O)NCCCn2ccnc2)cc1OC do in these assays?
GoLoco inh red: 7%; KDM4E inh: -4%; ALDH1A1 block: 7%; SMN2 splice enh: -1%; aGal spleen mod: -6%; GAA inhib: 0%; GAA spleen mod: -10%; GAA glycogen: 1%

(next part)
Results for COc1ccc(/C=C\C(=O)Oc2cccc(/C=N/NC(=O)Cc3ccc(OC)c(OC)c3)c2)cc1 ?
GoLoco inh red: 7%; KDM4E inh: inconclusive; ALDH1A1 block: -7%; SMN2 splice enh: 13µM*; aGal spleen mod: 2%; GAA inhib: -33%; GAA spleen mod: 3%; GAA glycogen: -12%

How did Cc1ccc(NS(=O)(=O)c2ccc(C(=O)N3CCCN(C)CC3)cc2)cc1 do in these assays?
GoLoco inh red: -3%; KDM4E inh: 0%; ALDH1A1 block: 0%; SMN2 splice enh: -16%; aGal spleen mod: 11%; GAA inhib: -9%; GAA spleen mod: 4%; GAA glycogen: -1%

What do the screens show for `Cn1cc([N+](=O)[O-])c(C(=O)NCc2cc3ccccc3[nH]2)n1`?
GoLoco inh red: 2%; KDM4E inh: 0%; ALDH1A1 block: 4%; SMN2 splice enh: -3%; aGal spleen mod: 5%; GAA inhib: 1%; GAA spleen mod: -2%; GAA glycogen: 0%

How did CC(=O)NCCNc1ncnc2ccc(-c3cccc(NS(C)(=O)=O)c3)cc12 do in these assays?
GoLoco inh red: 6%; ALDH1A1 block: -15%; aGal spleen mod: -3%; GAA spleen mod: 9%

Results for Cc1nn2c(-c3ccncc3)ccnc2c1Cl ?
GoLoco inh red: -17%; KDM4E inh: -9%; ALDH1A1 block: -1%; SMN2 splice enh: -3%; aGal spleen mod: -9%; GAA inhib: -27%; GAA spleen mod: -3%; GAA glycogen: 0%

How did CCCn1nnnc1NC(=O)c1ccc(C)cc1Cl do in these assays?
GoLoco inh red: 0%; KDM4E inh: 5%; ALDH1A1 block: 1%; SMN2 splice enh: 2%; aGal spleen mod: 7%; GAA inhib: 10%; GAA spleen mod: 2%; GAA glycogen: 5%

What do the screens show for `Cc1ccccc1NC1=C(Cl)C(=O)OC1OC(C)C` (configuration not stated)?
GoLoco inh red: 1%; KDM4E inh: -1%; ALDH1A1 block: 9%; SMN2 splice enh: -18%; aGal spleen mod: 6%; GAA inhib: -3%; GAA spleen mod: 0%; GAA glycogen: -2%

How did CC(=O)c1c(C)[nH]c(C(=O)NCCc2ccc(Cl)cc2)c1C do in these assays?
GoLoco inh red: 11%; KDM4E inh: -6%; ALDH1A1 block: 4%; SMN2 splice enh: 4%; aGal spleen mod: -5%; GAA inhib: -1%; GAA spleen mod: -2%; GAA glycogen: -5%

Results for O=C(CC1Oc2ccccc2NC1=O)NCCCN1CCCC1=O (configuration not stated) ?
GoLoco inh red: 2%; KDM4E inh: 6%; ALDH1A1 block: -3%; SMN2 splice enh: 1%; aGal spleen mod: 10%; GAA inhib: -8%; GAA spleen mod: -5%; GAA glycogen: -14%

Results for OCCCCNCc1ccc(OCc2ccc(Cl)cc2Cl)cc1 ?
GoLoco inh red: 6%; KDM4E inh: 1%; ALDH1A1 block: 6%; SMN2 splice enh: -8%; aGal spleen mod: -8%; GAA inhib: -14%; GAA spleen mod: -6%; GAA glycogen: -6%

From PubChem
